Nrf2 inh – Nrf2 qHTS screen for inhibitors; 360,000 compounds, 2.1% hits; A549 ARE-Fluc reporter, luciferase luminescence, 18-24 h; AID 504444, 2011; Potency, µM (doses to about 46 µM), inactives show at the top dose activity change, negative = inhibition, actives largely listed as inhibitors; note: potency is the fitted concentration of half-maximal effect; % is set by controls: 0 for no effect and ±100 for the full control effect; nearly all actives have a fitted effect of over 60% in size
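Concentration-response testing used A549 ARE_Fluc cells at 5000 cells/well. Following an 18-24 h compound incubation, viability was read by fluorescence (Ex 405/Em 525) and luciferase output by luminescence.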
ATXN2 expr inh – Primary qHTS for Inhibitors of ATXN expression; HEK-293 ATXN2-luciferase reporter, luminescence, 24 h; Potency, µM (highest dose often 57 µM), without a hit: at the top dose activity change, negative = inhibition, most hits filed as inhibitors; 360,000 compounds, 0.72% hits; AID 1745845, 2022; note: potency is the fitted concentration of half-maximal effect; % is set by controls: 0 for no effect and ±100 for the full control effect; nearly all actives have a fitted effect of over 55% in size
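qHTS (up to 57 uM final) was run with 24 h compound exposure of reporter cells at 37 °C. Each well was multiplexed: SteadyGlo luminescence measured ATXN2-luciferase expression after a fluorogenic Gly-Phe-AFC viability readout (25 uM final).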
IL-2 act – qHTS of IL-2 Activators | 360,000 compounds, 0.065% hits | IL-2 activation reporter assay, cell-based qHTS; stimulated with anti-CD3/CD4/CD28 beads; in transgenic mouse T cells | AID 652025, 2013 | activation, % (series mostly up to about 46 µM); in the data active = activation above about 50%; inconclusive = mostly about 30% to 49%; note: 0% is about no effect
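Quantitative HTS in unstimulated transgenic mouse T cells, with memory T cells as non-tolerant control and PMA/ionomycin as tolerance-bypass control. Compound pretreatment lasted 60 minutes before 18 h bead stimulation; EGFP/DsRed fluorescence read.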
S2 tox – Viability Counterscreen for Primary qHTS for Inhibitors of ATXN expression | S2 cells (HEK-293 line with an ATXN2-luciferase reporter) viability, CellTiter-Fluor protease fluorescence, 24 h | 400,000 compounds, 0.49% hits | Potency, µM (highest dose often 56.7 µM), hits mostly cytotoxic | AID 651635, 2014; note: potency is the fitted concentration of half-maximal effect; nearly all actives have a fitted effect of over 40% in size
A549 viability – Nrf2 qHTS screen for inhibitors: counterscreen for cytotoxicity; Potency, µM (series often up to 46 µM), for inactives: at the top dose activity change, negative = cytotoxicity, hits mostly inhibitors; 390,000 compounds, 0.16% hits; A549 ARE-Fluc cells, CellTiter-Fluor viability, 18-24 h; note: potency is the fitted concentration of half-maximal effect; % is set by controls: 0 for no effect and ±100 for the full control effect
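A549 ARE_Fluc cells in 5% FBS OPTI-MEM were exposed to compounds in concentration-response for 18-24 h at 37 deg C. Viability was read by CellTiter-Fluor fluorescence (Ex 405/Em 525) after 30 min, before the luciferase read.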
Nrf2 activator – qHTS of Nrf2 Activators | AREc32 ARE-luciferase reporter (MCF7-derived line), luminescence, 24 h | Potency, µM (series often up to 46.1 µM), without a hit: at the highest dose activation, most hits filed as activators | 410,000 compounds, 0.31% hits | AID 624171, 2012; note: potency is the fitted concentration of half-maximal effect; % of control where 0% means no effect; nearly all actives have a fitted effect of over 65% in size
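Luciferase luminescence (Steady-Glo, 30 min at room temperature) served as the read-out of ARE activation in AREc32 cells treated with compounds for 24 hr at 37 deg C.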
EPAC2 ag – qHTS for Agonist of cAMP-regulated guanine nucleotide exchange factor 4 (EPAC2): primary screen. Rap guanine nucleotide exchange factor 4 (Homo sapiens), Q8WZA2. EPAC2 activation, biochemical qHTS; response scale: 100% = 6.5 mM cAMP response. Potency, µM (titrated, usually from 154 µM), inactives show at the highest dose activation, usual class: activators. 360,000 compounds, 0.079% hits. AID 720711, 2013; note: potency is the fitted concentration of half-maximal effect; nearly all actives have a fitted effect of over 50% in size
Target sequence (Q8WZA2 whole entry, looked up): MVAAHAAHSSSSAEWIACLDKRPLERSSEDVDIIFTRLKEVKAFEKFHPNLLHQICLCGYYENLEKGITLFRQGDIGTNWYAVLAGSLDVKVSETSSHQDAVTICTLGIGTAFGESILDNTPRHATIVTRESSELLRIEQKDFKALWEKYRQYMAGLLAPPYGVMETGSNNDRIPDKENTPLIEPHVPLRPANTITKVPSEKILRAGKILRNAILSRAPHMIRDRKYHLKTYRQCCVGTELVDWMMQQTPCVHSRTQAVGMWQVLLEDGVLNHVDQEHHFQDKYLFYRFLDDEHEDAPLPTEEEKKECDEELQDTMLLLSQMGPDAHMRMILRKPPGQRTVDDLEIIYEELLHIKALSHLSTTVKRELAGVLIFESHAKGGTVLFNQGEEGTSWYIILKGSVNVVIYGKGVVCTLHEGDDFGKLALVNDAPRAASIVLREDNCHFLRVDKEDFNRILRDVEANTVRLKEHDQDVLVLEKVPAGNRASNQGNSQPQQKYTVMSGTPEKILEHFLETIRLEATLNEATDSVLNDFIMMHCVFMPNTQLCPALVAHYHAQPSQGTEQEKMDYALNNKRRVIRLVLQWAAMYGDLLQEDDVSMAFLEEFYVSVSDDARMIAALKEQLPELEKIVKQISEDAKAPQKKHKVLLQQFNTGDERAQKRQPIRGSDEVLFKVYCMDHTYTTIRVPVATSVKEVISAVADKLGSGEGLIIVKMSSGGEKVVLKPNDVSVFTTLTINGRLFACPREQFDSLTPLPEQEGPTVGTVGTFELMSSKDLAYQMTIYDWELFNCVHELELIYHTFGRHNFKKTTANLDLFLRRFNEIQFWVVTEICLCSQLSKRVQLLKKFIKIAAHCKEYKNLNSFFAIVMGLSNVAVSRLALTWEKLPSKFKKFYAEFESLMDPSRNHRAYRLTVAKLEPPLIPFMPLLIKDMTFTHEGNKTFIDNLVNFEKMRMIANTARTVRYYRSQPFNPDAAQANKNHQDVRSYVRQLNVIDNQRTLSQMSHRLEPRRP
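qHTS, titration series. 100 nM EPAC2 / 250 nM Rap1B-BODIPY-GDP / 50 uM GDP; RT; ex 480/em 540 nm, 5-min reads to 30 min. Norm. to 6.5 mM cAMP = activation.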
TGFb inhibitor – qHTS for Inhibitors of TGF-b | HepG2 CAGA-GFP TGF-b/SMAD3 reporter, GFP fluorescence, 18 h; TGF-beta stimulated, 500 pg/mL final | Potency, µM (top dose mostly 46.1 µM), for the others: at the top dose activity, negative = inhibition, most hits filed as inhibitors | 410,000 compounds, 1.2% hits | AID 588855, 2011; note: potency is the fitted concentration of half-maximal effect; % is set by controls: 0 for no effect and ±100 for the full control effect; nearly all actives have a fitted effect of over 65% in size
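Per well, imaged GFP fluorescence of HEPG2 CAGA-GFP cells gives the signal; cells get compound, then TGF-beta (500 pg/mL final), 18 h at 37 degrees C; %Activity versus -TGF-beta and +DMSO controls.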
HepG2 tox – qHTS for Inhibitors of TGF-b: Cytotox Counterscreen; HepG2 CAGA-GFP viability, ATP luminescence, 18 h; Potency, µM (highest dose often 46.1 µM), for inactives: at the top dose activity change, negative = cytotoxicity, usual class: cytotoxic; 410,000 compounds, 0.76% hits; AID 588856, 2011; note: potency is the fitted concentration of half-maximal effect; some results filed as inactive show a strong effect at the top dose
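HepG2 CAGA-GFP cells (1000/well, DMEM with 1% FBS) received compound, then TGF-beta at 500 pg/mL final, and were incubated 18 hours at 37 degrees C. Viability was read by CellTiter-Glo luminescence. Media-only wells were set as complete cell-killing and DMSO as no toxicity.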
Numbers without * were called inactive; i = inactive; ? = inconclusive; / = no result given; & = joins results of further samples; [ ] = remark or other dose. Unless noted, calls come from the whole dose curve; as a rule, active = well fitted curve in the direction sought with a large enough effect; inconclusive = small, poorly fitted or top-dose-only effect, or another doubt; inactive = no such curve, though single readings can be large; an effect the other way counts as inactive or inconclusive.

Sequence of screens – Nrf2 inh, ATXN2 expr inh, IL-2 act, S2 tox, A549 viability, Nrf2 activator, EPAC2 ag, TGFb inhibitor, HepG2 tox
C=CCN1C(=O)c2ccc(C(=O)N3CCN(S(=O)(=O)c4ccc(C(C)C)cc4)CC3)cc2C1=O
  12%, 0%, 0.9, i, -3%, -0.4%, -3%, 0%, 3%
COc1ccc(-n2c(=O)c3ccccc3n(Cc3cccc(C)c3)c2=O)cc1OC
  -19%, -9%, 0.7, i, ?, -0.2%, -2%, -17%, -2%
O=C(c1cc(COc2ccc(F)cc2F)on1)N1CCN(C2CCCC2)C(=O)C1
  -11%, 5%, -1.2, ?, -1%, 0.1%, 1%, -23%, 0%
Cc1ccc(CNC(=O)CO/N=C/c2ccc3c(c2)OCO3)cc1
  0%, 3%, -0.9, i, 5%, -0.4%, 4%, -21%, -17%
Cc1cccc(-c2noc(-c3cc(C(C)C)[nH]n3)n2)c1
  24%, /, /, /, -1%, -2.4%, /, ?, -61%
COc1cc(/C=C/CNC[C@H]2O[C@@H](n3cnc4c(=O)[nH]c(N)nc43)[C@H](O)[C@@H]2O)ccc1O
  /, 13%, -0.3, i, /, 0.3%, -16%, 1%, -22%
N#Cc1ccc(OCC(=O)NC2CCCCCC2)cc1
  27%, -1%, 0.3, i, 1%, 2.3%, 2%, 3%, 2%
O=[N+]([O-])c1ccccc1CN1CCN(Cc2ccccn2)CC1
  12%, -3%, 2.2, i, 4%, -0.5%, 0%, 0%, -38%
COc1cccc(/C=N/NC(=O)CSc2nnc(C)n2-c2ccccc2)c1O
  -11%, ?, 0.7, ?, -10%, -0.8%, 3%, -8%, -28%
CCOC(=O)c1c(NC(=O)CSc2nnc(-c3cccnc3)n2Cc2ccco2)sc(C)c1C
  -19%, -18%, 0.3, i, 2%, 2.0%, 8%, -3%, -54%
Cc1cc([N+](=O)[O-])cc2c1NC(c1ccccn1)C1CC=CC21 (stereo not given)
  1%, -1%, 0.5, ?, -11%, 7.9%, -6%, -2%, 2%
O=C(COC(=O)CCc1ccc(S(=O)(=O)N2CCOCC2)cc1)Nc1cccc(Cl)c1
  -3%, -17%, 0.4, i, 0%, -0.8%, 18%, ?, 1%
CCCCCCSc1ccc(-c2nc3ccc(Cl)cn3c2NCCCC)cc1OC
  4%, 3%, -0.5&0.4, i, -2%, 0.1%, 1%&-4%, ?, -22%
Cc1ccnc(SCC(=O)Nc2cc(C)on2)n1
  3%, 5%, -1.6, i, 4%, 7.5%, 2%, -2%, 3%
CC(=O)Nc1ccc(S(=O)(=O)NC2=NCN(c3ccc([N+](=O)[O-])cc3)CN2)cc1
  -17%, 1%, 1.1, i, 10%, -0.6%, 8%, 3%, -7%

Next results
Sequence of screens – Nrf2 inh, ATXN2 expr inh, IL-2 act, S2 tox, A549 viability, Nrf2 activator, EPAC2 ag, TGFb inhibitor, HepG2 tox
COc1ccc(/C=C2\C(=O)ON=C2c2ccccc2)cc1OC
  14%, /, -0.3, ?, 5%, 5.2%, -4%, ?, -73%
N#Cc1cccc(C#N)c1NCC1CCCO1 (stereo not given)
  -4%, /, 0.1, i, 0%, 3.1%, 5%, 5%, 9%
O=C(CCS(=O)(=O)c1cccc2nonc12)NCc1ccc(Cl)cc1
  -2%, 3%, 0.9, i, 5%, -0.6%, 5%, 2%, -4%
S=C(Nc1ccc(Cl)cc1)N1CCCCC1
  -4%, 12%, -0.5, i, 9%, 1.9%, 13%, ?, -6%
O=C1CCCCN1CC(=O)N1CCCC(Nc2ccc(F)c(F)c2)C1 (stereo not given)
  1%, 6%, -3.9, i, -4%, -0.8%, -5%, 0%, -2%
O=C(Nc1ccc2nn(-c3ccc(F)cc3)nc2c1)c1cccc2c(Cl)cccc12
  12%, 0%, /, i, 8%, 0.3%, /, 6%, 2%
CC[C@]12C(=O)N(C)C[C@H]([C@@H]3C(=O)N(C)C(=O)[C@@H]31)N2C(=O)c1ccc(F)cc1
  8%, 3%, -0.1, i, -3%, -0.6%, 2%, -24%, 2%
COc1cccc(Oc2nnnn2-c2ccccc2)c1
  ?, /, -1.7, /, 3%, 6.7%, 5%, -3%, -14%
Cc1cc(C(=O)OCC(=O)Nc2cccc([N+](=O)[O-])c2)c(C)o1
  -19%, 4%, -1.2, i, 0%, 4.2%, -14%, -1%, -3%
CCn1cc(CN2CCN(Cc3ccc(C)o3)C(CCO)C2)c2ccccc21 (stereo not given)
  -8%, -20%, -5.1, i, -9%, 2.0%, 4%, -5%, -6%
CC(C)(C)NC(=O)C(OC(=O)c1ccco1)c1ccccc1F (stereo not given)
  -1%, /, -2.3, i, -5%, -0.3%, -1%, 5%, 13%
COC(=O)c1nnn(-c2nonc2N)c1CSc1nnc(C)s1
  -14%, -2%[11.3 µM], 3.0, i, 0%, -0.8%, -3%, -1%, -1%
COc1ccc(C(=O)N/C(=C\c2ccccc2)C(=O)NCCCn2ccnc2)cc1
  3%, -6%, -1.0, ?, -8%, -0.6%, 1%, 18%, 20%
Cc1cccc(OCCSc2nc(-c3cccs3)nc3cc(=O)[nH]n23)c1
  2%, 7%, /, i, -9%, 6.3%, /, -1%, -19%
CC(C)(C)NC(=O)NC(=O)COC(=O)Cn1cnc2ccccc2c1=O
  -8%, /, -0.8, i, -4%, -0.9%, 0%, 2%, 10%

Single values from above:
Nrf2 activator, `COc1cccc(Oc2nnnn2-c2ccccc2)c1` → 6.7%
A549 viability, `COC(=O)c1nnn(-c2nonc2N)c1CSc1nnc(C)s1` → 0%
Nrf2 inh, `S=C(Nc1ccc(Cl)cc1)N1CCCCC1` → -4%
Nrf2 activator, `CC(C)(C)NC(=O)C(OC(=O)c1ccco1)c1ccccc1F` (stereo not given) → -0.3%

(continued)
Sequence of screens – Nrf2 inh, ATXN2 expr inh, IL-2 act, S2 tox, A549 viability, Nrf2 activator, EPAC2 ag, TGFb inhibitor, HepG2 tox
Cc1cc(C)nc(SCC(=O)c2ccc(F)cc2F)n1
  20%, 10%, 0.9, ?, -1%, 0.6%, 6%, 0%, -33%
CC(=O)Nc1cccc(-c2ccnc3c2CC(C(=O)NCC2CCOCC2)O3)c1 (stereo not given)
  /, 10%, 0.2, i, /, -0.6%[9.22 µM], 0%, -4%, 1%
COc1ccc(NC(=O)C(CCCCNC(=O)OC(C)(C)C)NC(=O)OCc2ccccc2)cc1 (stereo not given)
  -30%, 3%, 2.3, i, -1%, -0.1%, -5%, -20%, 12%
CCOc1cc(/C=C2\COc3ccccc3C2=O)cc(Br)c1OCC(=O)N(C)C
  -19%, 22µM*, -1.6, /, -3%, ?, 5%, 3.5µM*, 13µM*
Cc1nn(C(C)C(=O)N2CCN(c3ccc(Cl)cc3)CC2)c(=O)c2cc3occc3n12 (stereo not given)
  21µM*, ?, /, ?, -13%, 3.1%, /, ?, -31%
Cc1ccc(-c2nnc(SCc3ccccc3F)o2)cc1
  /, 42%[activator], 1.0, i, -2%, -0.6%, 19%, -10%, -16%
Cc1cc(OCC(=O)NCc2cccnc2)ccc1[N+](=O)[O-]
  -10%, -18%, 1.6, i, -7%, -0.3%, 13%, 0%, -7%
CNc1ncc(C(=O)c2ccccc2)s1
  ?, 14%, -1.2, i, 0%, 2.5%, 2%, 33%[activator], -3%
CC1CCCCN1C(=O)COc1ccc(F)cc1 (stereo not given)
  -1%, 3%, -2.3, i, 0%, 0.3%, 9%, -15%, -24%
CCCCN1C(=O)C(=O)NC[C@@H]1Cc1ccc(O)cc1
  /, -9%, 0.2, i, /, -0.1%, 6%, /, /
Cc1cc(S(=O)(=O)Nc2cccc(C(=O)O)c2)c(C)c(S(=O)(=O)c2ccc(Cl)cc2)c1
  -18%, -6%, 0.8, ?, -20%, -1.9%, 10%, 2%, 4%
CC(C)C[C@H](NC(=O)N1CCn2c1nc1ccccc12)C(=O)N[C@@H](C(=O)O)c1ccccc1
  6%, 7%, 0.0, i, 6%, -0.4%, -4%, 4%, -2%
CCC(=O)N1CCc2cc(S(=O)(=O)NC(C(=O)Nc3cc(OC)cc(OC)c3)C(C)C)ccc21 (stereo not given)
  13%, 12%, /, i, 10%, 6.5%, /, -28%, -4%
O=C(CN(Cc1ccc(Cl)cc1)S(=O)(=O)c1ccccc1)NCC1CCCO1 (stereo not given)
  -7%, -4%, 1.8, i, 3%, 0.3%, 13%, 1%, -10%
Cc1c(C(c2ccccc2O)c2c(C)n(C)n(-c3ccccc3)c2=O)c(=O)n(-c2ccccc2)n1C
  -12%, /, -1.7, i, -5%, -0.1%, -5%, 3%, 0%
C/C=C\C(=O)Nc1cccc(C2=NOC3(C2)C[C@H](C(N)=O)N(C(=O)/C=C/CC)C3)c1 (stereo not given in full)
  4%, 5%, 0.0, i, -2%, -1.1%, 6%, 3%, -9%
CCCCc1nc2sc3c(=O)n(N)cnc3c2c2c1CCC2
  -6%, 3%, 1.4, i, -4%, -0.8%, 0%, 4%, 2%

Fetched by compound from the list above:
Sequence of screens – Nrf2 inh, ATXN2 expr inh, IL-2 act, S2 tox, A549 viability, Nrf2 activator, EPAC2 ag, TGFb inhibitor, HepG2 tox
O=C(COC(=O)CCc1ccc(S(=O)(=O)N2CCOCC2)cc1)Nc1cccc(Cl)c1
  -3%, -17%, 0.4, i, 0%, -0.8%, 18%, ?, 1%
CC1CCCCN1C(=O)COc1ccc(F)cc1 (stereo not given)
  -1%, 3%, -2.3, i, 0%, 0.3%, 9%, -15%, -24%
Cc1cccc(OCCSc2nc(-c3cccs3)nc3cc(=O)[nH]n23)c1
  2%, 7%, /, i, -9%, 6.3%, /, -1%, -19%
